Source: PubChem
PAFAH1B2 FP inh: PAFAH1B2 enzyme inhibitors, primary screen, biochemical, fluorescence polarization, human | Platelet-activating factor acetylhydrolase IB subunit alpha2 (Homo sapiens), P68402 | recombinant PAFAH1B2, FP-rhodamine activity probe | inhibition, % at 3.39 µM | actives 1.2% (n = 340,000);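 active = inhibition above the mean of all tested compounds plus 3 SD, cut at about 24% in these data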;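 also: 0% = enzyme with DMSO and 100% = wells lacking PAFAH1B2; many of its hits are not listed in these tables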
PME-1 inh: PME-1 inhibitors via competitive probe labeling, primary screen, biochemical, fluorescence polarization, FP-Rh probe, HTS; Protein phosphatase methylesterase 1 (Homo sapiens), Q9Y570; recombinant PME-1; inhibition, % at 5.9 µM; actives 0.53% (n = 320,000);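 active = inhibition above the campaign mean of all compounds plus 3 SD, cut at about 26% in these data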;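 also: competitive labeling of PME-1 active site by serine hydrolase directed probe; 0% = PME-1 with DMSO and 100% = wells lacking PME-1 enzyme; inhibitors block probe labeling so polarization falls and inhibition rises; many of its hits are not listed in these tables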
PAFAH1B3 inh: PAFAH1B3 enzyme inhibitors, primary screen, biochemical, fluorescence polarization, human; recombinant PAFAH1B3, FP-rhodamine probe; actives 0.28% (n = 340,000); Platelet-activating factor acetylhydrolase IB subunit alpha1 (Homo sapiens), Q15102; inhibition, % at 3.39 µM;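 active = inhibition above the screen-wide average of all tested compounds plus 3 SD, cut at about 25% in these data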;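 also: 0% = enzyme with DMSO only and 100% = wells lacking PAFAH1B3 protein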
LYPLA1 counter: LYPLA1 inhibitors, primary screen, counter-screen for PME1 inhibitor project, biochemical, fluorescence polarization, FP-Rh probe ABPP; AID 2174, 2009; recombinant LYPLA1; actives 0.16% (n = 320,000); inhibition, % at 5.9 µM; Acyl-protein thioesterase 1 (Homo sapiens), O75608;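 active = inhibition above the mean of all tested compounds plus 3 SD, set per campaign, cut at about 14% in these data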;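 also: inhibitors block serine hydrolase probe labeling of LYPLA1 so polarization falls; 0% = enzyme with DMSO and 100% = wells lacking LYPLA1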
Target sequence (O75608 whole entry, looked up): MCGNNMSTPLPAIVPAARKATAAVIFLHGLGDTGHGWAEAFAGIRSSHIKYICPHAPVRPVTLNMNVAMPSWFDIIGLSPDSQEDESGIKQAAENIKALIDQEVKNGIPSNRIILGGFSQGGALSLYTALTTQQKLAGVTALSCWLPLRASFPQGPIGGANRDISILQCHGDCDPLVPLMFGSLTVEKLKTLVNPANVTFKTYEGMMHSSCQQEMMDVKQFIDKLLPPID
GSTO1 inh: inhibitors of recombinant GSTO1, primary screen, counter-screen for RBBP9 inhibitor project, biochemical, fluorescence polarization. Glutathione S-transferase omega-1 (Homo sapiens), P78417. activity-based probe fluorescence polarization. inhibition, % at 5.96 µM. actives 1.1% (n = 300,000). AID 1974, 2009;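 active = inhibition above the campaign mean inhibition plus 3 SD, cut at about 35% in these data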;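 also: 0% = GSTO1-1 with DMSO and 100% = wells lacking GSTO1-1 enzyme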
pPAFAH FP inh: pPAFAH enzyme inhibitors, primary screen, biochemical, fluorescence polarization, human. actives 1.5% (n = 330,000). inhibition, % at 3.39 µM. recombinant pPAFAH, FP-rhodamine probe fluorescence polarization. AID 463082, 2010;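 active = inhibition above the mean inhibition across the screen plus 3 SD, cut at about 25% in these data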;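 also: inhibitors block binding of the rhodamine activity-based probe so polarization drops; 0% = enzyme with DMSO and 100% = wells lacking pPAFAH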
Target sequence (Q13093 whole entry, looked up): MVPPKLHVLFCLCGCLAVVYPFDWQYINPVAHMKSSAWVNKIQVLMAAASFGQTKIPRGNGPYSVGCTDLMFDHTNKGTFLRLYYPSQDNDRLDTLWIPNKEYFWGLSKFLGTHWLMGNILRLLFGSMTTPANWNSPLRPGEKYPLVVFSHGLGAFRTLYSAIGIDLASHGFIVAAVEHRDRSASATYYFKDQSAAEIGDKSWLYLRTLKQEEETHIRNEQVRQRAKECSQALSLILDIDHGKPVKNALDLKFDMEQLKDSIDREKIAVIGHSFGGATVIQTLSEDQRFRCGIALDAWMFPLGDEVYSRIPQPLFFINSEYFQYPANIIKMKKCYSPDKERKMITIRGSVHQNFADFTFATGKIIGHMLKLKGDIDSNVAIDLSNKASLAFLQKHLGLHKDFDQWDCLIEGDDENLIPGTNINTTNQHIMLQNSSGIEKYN
PAD4 inh: human PAD4 inhibitors, primary screen, biochemical, fluorescence polarization, 1536-well format; Protein-arginine deiminase type-4 (Homo sapiens), Q9UM07; recombinant PAD4, RCA probe fluorescence polarization; inhibition, % at 6.36 µM; actives 0.41% (n = 330,000); AID 485272, 2010;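 active = percent inhibition above a cutoff equal to the mean of all tested compounds plus 3 SD, cut at about 15% in these data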;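 also: 0% = PAD4 with RCA probe and DMSO and 100% = probe without PAD4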
LYPLA2 inh: LYPLA2 inhibitors, primary screen, counter-screen for PME1 inhibitor project, biochemical, fluorescence polarization, FP-Rh probe ABPP | AID 2177, 2009 | recombinant LYPLA2 | inhibition, % at 5.9 µM | actives 0.38% (n = 320,000) | Acyl-protein thioesterase 2 (Homo sapiens), O95372;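 active = inhibition above the screen-wide mean plus 3 SD, limit set per campaign, cut at about 26% in these data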;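 also: 0% = LYPLA2 with DMSO and 100% = wells lacking LYPLA2 enzyme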
Target sequence (O95372 whole entry, looked up): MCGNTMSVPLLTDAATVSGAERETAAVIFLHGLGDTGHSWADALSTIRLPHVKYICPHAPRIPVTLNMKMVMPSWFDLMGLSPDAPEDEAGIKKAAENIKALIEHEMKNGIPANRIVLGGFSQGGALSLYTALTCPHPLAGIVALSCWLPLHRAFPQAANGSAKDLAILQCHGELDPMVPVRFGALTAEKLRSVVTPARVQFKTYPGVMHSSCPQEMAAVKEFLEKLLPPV
PAFAH2 inh: PAFAH2 enzyme inhibitors, primary screen, biochemical, fluorescence polarization, human; recombinant PAFAH2, FP-rhodamine activity probe; inhibition, % at 3.39 µM; actives 0.99% (n = 340,000);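 active = inhibition above the mean over all tested compounds plus 3 SD, cut at about 30% in these data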;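 also: inhibitors block probe labeling of enzyme so polarization drops; 0% = enzyme with DMSO and 100% = wells lacking PAFAH2 protein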
Active calls of the source: *; nt = not tested or not shown.

SMILES	PAFAH1B2 FP inh	PME-1 inh	PAFAH1B3 inh	LYPLA1 counter	GSTO1 inh	pPAFAH FP inh	PAD4 inh	LYPLA2 inh	PAFAH2 inh
C=CCNC(=S)NNC(=O)C(CCC(C)C)CC(C)(C)O (stereo not given)	3	3	0	3	-9	3	-4	3	-1
COc1ccccc1NC(=O)CN(c1ccccc1C)S(C)(=O)=O	9	4	1	1	2	1	-3	1	4
CSc1ccc(C2CC(=O)Nc3nc(SC)[nH]c(=O)c32)cc1 (stereo not given)	6	0	5	2	-2	4	-1	5	3
Cc1ccc(OCCn2cccn2)c(C)c1	-3	-5	5	6	5	3	-7	2	5
C=C(C)c1cccc(C(C)(C)NC(=O)N2CCN(CC(N)=O)CC2)c1	-2	-3	-1	0	-1	1	-3	-2	1
CC(C#N)Sc1ccc(S(=O)(=O)N2CCCC2)cn1 (stereo not given)	1	0	0	-6	nt	-3	-4	-3	1
CC(C)CN(CC(C)C)S(=O)(=O)N1CCC(C(=O)NCc2ccco2)CC1	8	1	12	0	10	3	0	-1	3
CCCn1c(=O)c(C(=O)NCc2ccccn2)c(O)c2ccccc21	-3	-4	2	-1	8	3	1	3	-2
COC(=O)C1C(O)C(C)C(O)C(C)(O)/C=C\C=C(/C)C(=O)Nc2c(C)c(OC(C)=O)c3c(c2O)C(=O)C(C)=C2OCOC(=C23)/C(C)=C/C(C)(O)C(O)C(C)C1O (stereo not given)	7	1	11	0	59*	10	-2	3	-2
COC(=O)c1cn(NC(=O)Cn2nc([N+](=O)[O-])c(Br)c2C)c(=O)c2ccccc12	0	4	-3	0	2	-4	-2	-1	4
COc1cccc(/C=C/C(=O)OCC(=O)NCC2CCCCC2)c1OC	0	-6	4	-2	nt	8	-2	-3	80*
Cc1cc(C)cc(OCC(=O)Nc2ccc(F)cc2)c1	3	2	6	-1	1	3	7	1	2
COc1ccccc1NC(=S)N(Cc1ccco1)Cc1cc2cc(C)cc(C)c2[nH]c1=O	2	-12	0	-1	-9	3	-5	-7	0
COc1ccccc1C(=O)C1CCCN(C(=O)CN2CCCCC2=O)C1 (stereo not given)	1	0	9	0	4	0	0	-4	-8
CN=C(Nc1cccc(OC)c1)SC1CC(=O)N(c2ccc(C(=O)O)cc2)C1=O (stereo not given)	0	9	2	-2	-1	8	-3	-1	-9
COc1ccc(CC(=O)Nc2nc3ccc(F)cc3s2)cc1S(=O)(=O)N1CCOCC1	0	-7	1	-4	-14	3	0	-5	9
O=C(NCc1cccs1)C1CCN(S(=O)(=O)c2ccc(Cl)cc2)CC1	22	49*	-4	5	8	3	-3	3	-3
COC(=O)c1cc(S(=O)(=O)Nc2ccsc2C(=O)OC)oc1C	6	3	7	1	-1	1	0	0	14
C[C@@H]1CC[C@@]23COC(=O)C2=CCC[C@@H]3[C@@]1(C)CC/C(=C/CO)CO	15	3	-7	0	-3	0	-4	-1	-2
CCOc1ccccc1N1CCN(C(=O)C2c3ccccc3Oc3ccccc32)CC1	2	5	7	2	5	5	-1	4	2
N#C/C(=C\c1cn(-c2ccccc2)nc1-c1cc2ccccc2o1)c1nc2ccccc2[nH]1	-8	-3	-7	-1	-2	1	-2	-6	-26
C/C(=N/NC(=O)CNC(=O)c1ccccn1)c1cccc([N+](=O)[O-])c1	2	-1	1	1	-4	2	0	22	4
CC1CCCC(NC(=O)Cn2cc(C(F)(F)F)cc(Cl)c2=O)C1C (stereo not given)	2	4	1	-1	nt	1	-2	10	4
CC(NC(=O)COC(=O)CNC(=O)c1ccccc1Cl)C1CC2CCC1C2 (stereo not given)	8	5	3	-1	nt	9	5	2	13
CN1C(=S)N(c2ccccc2)C(=O)/C1=C/c1ccco1	-4	3	4	0	1	1	-8	1	-8
(listing goes on)
SMILES	PAFAH1B2 FP inh	PME-1 inh	PAFAH1B3 inh	LYPLA1 counter	GSTO1 inh	pPAFAH FP inh	PAD4 inh	LYPLA2 inh	PAFAH2 inh
O=C(Oc1oc(-c2ccco2)nc1C=Nc1ccc(Cl)cc1)c1ccco1	9	4	11	2	0	26*	-1	2	48*
Cc1ccc(S(=O)(=O)N2CCN(C(=O)C3CCN(C(=O)c4ccccc4C)CC3)CC2)cc1C	2	7	0	4	-4	1	-2	6	7
Cc1ccc(SC/C(O)=C(\C#N)c2nc3ccccc3n2C)cc1	9	1	8	5	8	-2	1	5	-4
COCCn1c(C)cc(C(=O)CSc2nnnn2C2CCCC2)c1C	2	1	9	-4	nt	2	-5	-4	4
CC(C)(C)OC(=O)NCCCCCO	-4	-5	-4	-6	1	-13	-3	-2	7
CCCCNC(=O)COC(=O)c1ccc(Cl)c(S(N)(=O)=O)c1	3	1	4	1	-9	3	1	-3	12
COc1cc(/C=N/NC(=O)c2nonc2N)cc(OC)c1OC	14	0	3	1	3	2	-2	-2	4
COc1ccnc(CSC(N)=Nc2cccc(C(F)(F)F)c2)c1	2	2	2	0	8	2	-6	5	4
CC(=O)Nc1ccc(C(=O)OCc2ccccc2Cl)cc1	-5	-1	6	0	-9	2	0	4	10
CNC[C@H](O)c1cccc(O)c1	7	0	4	1	7	-4	-4	4	13
CCOc1cc(N2CCOCC2)c(OCC)cc1NC(=O)c1cccc(S(=O)(=O)N2CCOCC2)c1	3	nt	4	nt	nt	2	-10	nt	8
COc1ccc(CCNC(=O)CNC(=O)c2ccccc2Br)cc1OC	1	3	4	2	0	3	-7	-5	-2
COc1ccc(C(=O)NCC(=O)N2CCN(C(=O)c3ccco3)CC2)cc1	9	4	7	1	-2	2	0	3	-2
O=C(CSc1ccccc1)Nc1ccc2c(c1)OCCO2	10	2	8	-3	-4	-1	0	1	5
O=C(COc1ccccc1)NCCn1ccc2ccccc21	3	1	2	1	-1	4	-2	4	-5
CC(C)CC(=O)NCCNC(=O)c1cc(OCC(F)(F)F)ccc1OCC(F)(F)F	5	-3	4	1	0	0	2	8	-3
O=C1NCCN1C(=O)C12CC3CC(CC(C3)C1)C2	10	4	6	0	3	3	6	1	5
Cc1cc(CNCc2c(C(=O)N3CCCCCCC3)nc3ccc(Cl)cn23)nn1C	5	-1	5	2	3	0	1	-1	2
O=C(CCSCCc1ccccn1)Nc1ccc(Br)cn1	1	-1	3	3	7	1	0	4	10
CC(C)CC(=O)NS(=O)(=O)c1ccc(N)cc1	3	0	0	3	0	4	-4	6	-3
COc1ccc(N(C(C)C(=O)N(C)Cc2ccccc2)S(C)(=O)=O)cc1 (stereo not given)	6	4	7	1	9	2	0	-4	-9
COc1ccc2oc(C(=O)OCC(=O)Nc3ccccc3)c(C)c2c1	0	-7	8	-5	0	10	-1	4	61*
COc1ccccc1CNC(=O)CN1C(=O)NC2(CCCCCCC2)C1=O	1	nt	8	nt	nt	4	1	nt	4
Cc1cccc2cc3c(N)c(C(=O)N4CCc5ccccc54)sc3nc12	0	8	-1	-4	11	5	2	1	4
Cc1cccc(CN2[C@@H](CC(C)C)COCCS2(=O)=O)c1	4	-2	8	-1	-1	-2	4	1	3
Remaining list, next part:
SMILES	PAFAH1B2 FP inh	PME-1 inh	PAFAH1B3 inh	LYPLA1 counter	GSTO1 inh	pPAFAH FP inh	PAD4 inh	LYPLA2 inh	PAFAH2 inh
O=C(OCC(=O)N1CCCC1=O)c1nc(Cl)ccc1Cl	8	-1	8	0	6	6	-2	-5	3
O=C(COC(=O)c1ccc(O)cc1)Nc1cccc(S(=O)(=O)N2CCCCC2)c1	-1	-14	-6	-11	-15	6	-3	-20	52*
CCN(CC)CCCNc1nc(N)c([N+](=O)[O-])c(N2CCCCCC2)n1	1	-2	2	-1	2	2	1	2	4
COc1cccc(NC(=O)N2CCOCC2)c1	0	0	4	-1	-4	3	-2	4	-3
Cc1cccc(N2N=C(C(=O)Nc3ccc(Cl)c(S(=O)(=O)N4CCOCC4)c3)CCC2=O)c1	3	6	3	0	nt	2	-5	1	-7
COc1ccc(-n2nc3c(N4CCC(C(=O)NCCc5ccccc5C)CC4)nnc(C)c3c2C)cc1	3	0	-1	-2	0	2	0	8	1
Nc1nnc(SCc2ccc(Cl)cc2)s1	22	-3	0	4	7	4	-1	14	-1
Cc1ccc(C(C)C)c(OCCN(C)C)c1	6	3	0	0	0	-2	-1	4	3
CC(C)(C)NC(=O)CSc1nnc(NC(=O)CCc2ccccc2)s1	19	-3	8	-4	4	5	-3	-2	1
N#C/C(=C1\C(=O)Nc2c(Cl)cc(Cl)cc21)c1nnc2n1CCCCC2	15	-4	9	11	2	3	-3	7	-1
CCC1=C2CC[C@H]3C(=O)N(c4ccccc4)C(=O)[C@H]3[C@H]2[C@@]2(C)C(=NCC(=O)OC)OC(=O)N2C1=O	-3	-6	-6	-4	5	3	-5	-2	6
CC(c1ccccc1C(O)c1ccccc1)N(C)C (stereo not given)	-6	-3	7	2	6	2	5	5	0
COc1ccccc1C1CC(=O)Oc2cc(O)ccc21 (stereo not given)	2	nt	8	nt	nt	-2	4	nt	-2
C=CCSc1nc2ccccc2[nH]1	-3	-2	-3	-5	1	1	-7	-1	6
CN(Cc1ncc[nH]1)Cc1cn(-c2ccccc2)nc1-c1ccc2c(c1)OCO2	5	-6	10	2	-10	2	-8	-3	2
COc1ccccc1CCc1nnc(CCC(=O)NCC2CCCO2)o1 (stereo not given)	1	-3	6	1	4	0	0	4	0
O=C(c1cnn2c(C(F)F)cc(-c3ccccc3)nc12)N1CCc2ccccc2C1	-1	4	3	0	-1	-2	3	1	-1
O=C(N/N=C/c1cc([N+](=O)[O-])ccc1O)c1ccc2c(c1)OCCO2	1	-4	16	-4	-5	9	-3	0	2
CN(C)C(CNC(=S)Nc1cccc(Cl)c1)c1ccccc1 (stereo not given)	0	3	5	-5	10	-2	-2	-8	3
CC1(C)C(c2ccco2)=[N+]([O-])C2(CCCCC2=O)N1O (stereo not given)	3	-2	-6	-2	6	1	-3	8	8
CCOC(=O)c1ccc(NCC(O)COc2ccccc2)cc1 (stereo not given)	4	-5	3	4	3	3	-8	9	8
C(=N\Nc1nc2ccccc2[nH]1)/c1cccc2cccnc12	11	52*	9	0	-7	8	0	-6	10
CCOc1ncccc1C(=O)Nc1ccc(F)cc1	0	-4	5	-2	2	3	0	-1	1
CCOC(=O)c1cnn(CCOC(=O)c2ccccc2F)c1NC(=O)c1ccccc1F	1	-1	0	-1	-6	4	-4	1	2
COc1ccc(CNC(=S)Nc2ccccc2C)cc1	2	-1	-1	1	-1	2	-6	1	-1
O=C(CSc1ccccn1)Nc1ccc2c(c1)OCO2	nt	0	nt	2	10	5	2	2	nt
O=C(CC1C(=O)NCCN1Cc1ccc(-c2ccccc2)cc1)NCC1CCOCC1 (stereo not given)	-2	-7	3	1	8	12	-4	4	2
Cc1cc(C(=O)NCc2cccs2)ccc1[N+](=O)[O-]	5	-3	-4	-5	3	5	-4	-4	2

Some of the compounds tested; rates above refer to the full screens.
